Assay outcomes from PubChem.
TDP1 block = qHTS Assay for Inhibitors of Tyrosyl-DNA Phosphodiesterase (TDP1). recombinant TDP1, AlphaScreen DNA substrate cleavage. Potency, µM (highest dose often 130 µM), for the others: at the top dose activity change, negative = inhibition, usual class: inhibitors. hit rate 0.28% among 350,000. AID 485290, 2010; further: nearly all actives have a fitted effect of over 40% in size
Target sequence (Q9NUW8 whole entry, looked up): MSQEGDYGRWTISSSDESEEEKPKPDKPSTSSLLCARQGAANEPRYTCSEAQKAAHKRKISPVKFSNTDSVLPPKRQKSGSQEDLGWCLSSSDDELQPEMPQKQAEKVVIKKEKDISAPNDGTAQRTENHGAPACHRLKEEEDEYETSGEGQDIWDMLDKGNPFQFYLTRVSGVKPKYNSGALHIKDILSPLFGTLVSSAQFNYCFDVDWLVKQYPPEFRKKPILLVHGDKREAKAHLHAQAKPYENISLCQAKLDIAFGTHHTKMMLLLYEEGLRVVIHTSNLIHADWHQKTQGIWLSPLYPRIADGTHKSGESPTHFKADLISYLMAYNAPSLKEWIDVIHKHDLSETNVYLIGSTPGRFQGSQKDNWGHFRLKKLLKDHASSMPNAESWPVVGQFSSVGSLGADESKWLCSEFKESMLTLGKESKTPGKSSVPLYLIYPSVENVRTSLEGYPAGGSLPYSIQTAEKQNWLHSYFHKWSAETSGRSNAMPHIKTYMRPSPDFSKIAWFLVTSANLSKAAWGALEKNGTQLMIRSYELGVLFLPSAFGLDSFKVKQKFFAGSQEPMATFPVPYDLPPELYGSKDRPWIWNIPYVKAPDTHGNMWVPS
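Here, a 5' biotin and 3' phosphotyrosine-FITC DNA oligonucleotide reports Tdp1 activity: intact substrate bridges AlphaScreen beads, while cleavage leaves a 3' phosphate and drops signal. All incubations at room temperature.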
DT40 TDP1 no CPT = qHTS for Inhibitors of human tyrosyl-DNA phosphodiesterase 1 (TDP1): qHTS in cells in absence of CPT. hit rate 15% among 420,000. AID 686978, 2013. DT40 Tdp1-/- hTDP1 cells, no CPT, ATP luminescence, 48 h. Potency, µM (doses to about 46.2 µM), for inactives: at the top dose activity change, negative = growth inhibition, usual class: inhibitors; further: nearly all actives have a fitted effect of over 55% in size
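Chicken DT40 Tdp1-/- cells complemented with human TDP1, screened without camptothecin (DMSO vehicle only), 400 cells/well. Compounds pin-transferred, cells incubated at 37 °C for at least 48 hr. Growth read as ATP-dependent luminescence (CellTiter-Glo, 30 min at RT).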
DT40 TDP1 CPT = qHTS for Inhibitors of human tyrosyl-DNA phosphodiesterase 1 (TDP1): qHTS in cells in presence of CPT; chicken DT40 Tdp1-/-;hTDP1 cells + 20 nM CPT, ATP luminescence, 48 h; AID 686979, 2013; Potency, µM (highest dose often 46.2 µM), without a hit: at the top dose activity change, negative = growth inhibition, most hits filed as inhibitors; hit rate 12% among 420,000; further: nearly all actives have a fitted effect of over 55% in size
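Chicken DT40 Tdp1-/- cells complemented with human TDP1, 400 cells/well, exposed to compounds plus 20 nM camptothecin for at least 48 h at 37 C; viability read as ATP content by CellTiter-Glo luminescence.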
The depositor's hits bear a star; ? = inconclusive; . = not tested or not shown; & = joins results of further samples; [ ] = remark or other dose. The call rests on the fitted dose curve; in most records, active means well fitted curve in the direction sought with a large enough effect; inconclusive means small, poorly fitted or top-dose-only effect, or another doubt; inactive means no such curve, though single readings can be large; an effect the other way counts as inactive or inconclusive. On the % scale 0 is the no-effect control and ±100 the full control effect; potency means the concentration at half of the fitted maximal effect. The order is random; about 18% have a hit in one of these screens.

SMILES | TDP1 block | DT40 TDP1 no CPT | DT40 TDP1 CPT
Cc1ccc(NS(=O)(=O)c2csc(C(N)=O)c2)c(C)c1 | . | -25% | -14%
COc1ccc(C)cc1NC(=O)n1ncc2c(C)cccc21 | . | ? | -20%
COc1ccc(CCCc2nnc(SCC(=O)Nc3cc(C)ccc3C)o2)cc1 | 2% | ? | ?
Cc1cc(C)c(S(=O)(=O)Nc2ccc3c4c(cccc24)CC3)c(C)c1 | 4% | 3.7µM* | -101%
CCOc1cccc(-c2c(C(=O)N/N=C/c3cccnc3)nnn2-c2nonc2N)c1 | 0% | 9% | -1%
Fc1cccc(CCN2CCNC[C@@H]2Cc2ccccc2)c1 | . | ? | ?
Cc1ccc(C(=O)NCCCn2ccnc2)o1 | -3% | 2% | 0%
C/C(=C\c1ccccc1)C(=O)Nc1cc(C)on1 | 2% | 6% | -3%
O=C(NCCc1ccccc1)C(=O)Nc1ccc2c(c1)OCCO2 | 3% | -14% | -1%
Nc1nnc(SCC(=O)OCC(=O)Nc2ccc(Br)cc2F)s1 | 5% | ? | 4%
C=CCOn1c(=O)c(-c2ccc(OC)cc2)[n+]([O-])c2ccccc21 | 2% | -20% | -9%
O=C(NCCNC(=O)c1cc(Cl)ccc1Cl)c1cnccn1 | 0% | -7% | -5%
NNC(=O)c1cc(C2CC2)nc2ccc(Br)cc12 | . | -10% | -1%
COc1ccc(Cn2nnc3c(=O)[nH]c(C4CCN(C(=O)c5ccc(C)cc5)CC4)nc32)cc1OC | 6% | ? | ?
COc1ccc(Br)cc1CNC(=O)CN1C(=O)c2cccnc2Oc2ccc(C)cc21 | -5% | 12µM* | ?
Cc1cccc(C)c1NC(=O)C(c1ccc(C#N)cc1)n1c(=O)c(-c2ccccc2)nc2ccccc21 (configuration not stated) | . | ? | -5%
Cc1noc(C)c1COC(=O)c1ccc2c(c1)S(=O)(=O)c1ccccc1C2=O | 8% | -5% | 2%
CC1CCCN(c2ccc(C(=O)NCc3cccs3)cn2)C1 (configuration not stated) | 8% | ? | ?
CC(NC(=O)c1ccc(OC2CCN(S(=O)(=O)N(C)C)CC2)cc1)C1CC1 (configuration not stated) | 6% | ? | 8%
COc1cccc(/C=C/C(=O)OCC(=O)NCCCc2ccccc2)c1OC | 0% | 4% | -15%
COc1ccc(C(=O)C2CCN(C(=S)NCC3CCCO3)CC2)cc1 (configuration not stated) | 3% | -24% | ?
Cc1ccc(N2C(=O)c3ccccc3C2=O)nc1 | . | -10% | -5%
COc1cc(C)c(S(=O)(=O)Nc2ccc(CC(=O)O)cc2)cc1C | 5%[56.1 µM] | -11% | -11%
C[C@H](CO)N1C[C@H](C)[C@@H](CN(C)Cc2ccc(C(=O)O)cc2)Oc2ncc(Br)cc2C1=O | . | -4% | 0%
Cc1ccc(-n2nc(C)c3c(C)cc(=O)n(CC(=O)Nc4ccc(Br)cc4F)c32)cc1 | 10% | -10% | -6%

An excerpt of these results, tab-delimited:
mol	TDP1 block	DT40 TDP1 no CPT	DT40 TDP1 CPT
Cc1ccc(NS(=O)(=O)c2csc(C(N)=O)c2)c(C)c1	.	-25%	-14%
COc1ccc(C)cc1NC(=O)n1ncc2c(C)cccc21	.	?	-20%
COc1ccc(CCCc2nnc(SCC(=O)Nc3cc(C)ccc3C)o2)cc1	2%	?	?
Cc1cc(C)c(S(=O)(=O)Nc2ccc3c4c(cccc24)CC3)c(C)c1	4%	3.7µM*	-101%
CCOc1cccc(-c2c(C(=O)N/N=C/c3cccnc3)nnn2-c2nonc2N)c1	0%	9%	-1%
Fc1cccc(CCN2CCNC[C@@H]2Cc2ccccc2)c1	.	?	?
Cc1ccc(C(=O)NCCCn2ccnc2)o1	-3%	2%	0%
C/C(=C\c1ccccc1)C(=O)Nc1cc(C)on1	2%	6%	-3%
O=C(NCCc1ccccc1)C(=O)Nc1ccc2c(c1)OCCO2	3%	-14%	-1%
Nc1nnc(SCC(=O)OCC(=O)Nc2ccc(Br)cc2F)s1	5%	?	4%
C=CCOn1c(=O)c(-c2ccc(OC)cc2)[n+]([O-])c2ccccc21	2%	-20%	-9%
O=C(NCCNC(=O)c1cc(Cl)ccc1Cl)c1cnccn1	0%	-7%	-5%
NNC(=O)c1cc(C2CC2)nc2ccc(Br)cc12	.	-10%	-1%
COc1ccc(Cn2nnc3c(=O)[nH]c(C4CCN(C(=O)c5ccc(C)cc5)CC4)nc32)cc1OC	6%	?	?
COc1ccc(Br)cc1CNC(=O)CN1C(=O)c2cccnc2Oc2ccc(C)cc21	-5%	12µM*	?
Cc1cccc(C)c1NC(=O)C(c1ccc(C#N)cc1)n1c(=O)c(-c2ccccc2)nc2ccccc21 (configuration not stated)	.	?	-5%
Cc1noc(C)c1COC(=O)c1ccc2c(c1)S(=O)(=O)c1ccccc1C2=O	8%	-5%	2%
CC1CCCN(c2ccc(C(=O)NCc3cccs3)cn2)C1 (configuration not stated)	8%	?	?

Further results:
SMILES | TDP1 block | DT40 TDP1 no CPT | DT40 TDP1 CPT
Cn1cccc1C(=O)OCC(=O)NC(=O)NC1CCCCC1 | -2% | -3% | -17%
CC1CCCC(NC(=O)CCNC(=O)c2ccccc2Cl)C1C (configuration not stated) | 0% | -11% | 6%
N#CC(=C=[N-])c1nc2ccccc2nc1-[n+]1cccc(NC(=O)c2ccccc2)c1 | 2%&3% | -20% | -26%
CCN(Cc1ccccc1)C(=O)COC(=O)CNC(=O)c1ccc(C)s1 | 8% | 7% | -10%
Cc1c(C)n(C)c2ccc(C(=O)NCCCN3CCCCC3)cc12 | 5%&11% | ? | 4%&-27%
COc1ccc(C(=O)Cn2nnc(-c3ccc(N4CCOCC4)cc3)n2)cc1OC | 6% | ? | ?
O=C(COC(=O)c1c(F)cccc1F)NC(=O)NCc1ccccc1 | . | -8% | -5%
COc1ccc2c(c1)cc1c(=O)n(CC(=O)NCCCc3ccccc3)nc(C)n12 | 4% | -2% | -2%
O=C(NNC(=O)c1ccncc1)Nc1cccc([N+](=O)[O-])c1 | 0% | 0% | 8%
Cc1nn(Cc2ccc([N+](=O)[O-])cc2)c(=O)n1-c1ccc(Cl)cc1 | 3% | -4% | 0%
CC1CCCCN1CCn1cnc2c([nH]c3ccccc32)c1=O (configuration not stated) | 5% | -4% | 17%
Cc1ccc(N2CC(C(=O)Nc3ccc(N(C)C)cc3)CC2=O)cc1C (configuration not stated) | 9% | 2% | -11%
COC(=O)CCCCCNC(=S)Nc1ccc2[nH]c(=O)[nH]c2c1 | . | 21% | -3%
Cc1ccc(C)c(CN2C(=O)CSc3ccc(C(=O)NCCN4CCOCC4)cc32)c1 | 6%[0.0935 µM] | ? | ?
CCOc1cc(/C=C2\N=C(SC(C)C(N)=O)N(c3ccc(OC(F)F)cc3)C2=O)ccc1O (configuration not stated) | 4% | 10µM* | ?
CCOc1ccccc1Nc1nnc(SCC(=O)Nc2nc(-c3ccc(OC)cc3)cs2)s1 | 5% | -16% | -24%
Cc1cc(N2CCCCC2)nc2ccc(NC(=O)c3cccc(F)c3)cc12 | 6% | 7.3µM* | 7.3µM*
COCCN1C(=O)c2ccccc2C(C(=O)NCC2CCCO2)C1c1c[nH]c2ccccc12 (configuration not stated) | 6% | -8% | -10%
Cc1ccn2cc(-c3ccc(O)c(O)c3)nc2c1 | . | 9.2µM* | 16µM*
C=CCSc1nnc(CC(OC)OC)n1-c1ccccc1 | -3% | -1% | 3%
COc1ccc(-n2nnnc2C(c2cccc3ccccc23)N2CCN(C/C=C/c3ccccc3)CC2)cc1 (configuration not stated) | . | 8.2µM* | 7.3µM*
O=C(NCc1ccco1)c1ccccc1NS(=O)(=O)c1ccc(Br)s1 | 5% | ? | ?
COc1cccc(OC)c1OCC(O)CN1CCN(c2ccc(F)cc2)CC1 (configuration not stated) | . | -17% | ?
COc1ccccc1C=NN1C(=O)CSC1=S | . | -16% | ?
CC1(C)Cc2c(sc(NC(=O)c3ccc(C(=O)c4ccccc4)cc3)c2C#N)C(C)(C)N1 | 3% | -17% | -3%

(list continues)
SMILES | TDP1 block | DT40 TDP1 no CPT | DT40 TDP1 CPT
Cc1ccccc1CCNC(=O)C1CCC(=O)N(CCc2cccc(F)c2)C1 (configuration not stated) | . | ? | ?
CCN(CC)CCCNC(=O)CSc1nc(-c2ccc(F)cc2)cc(C(F)(F)F)n1 | 0% | -25% | -3%
CCc1ccc(OCCn2c(C3CC(=O)N(Cc4ccc(F)cc4)C3)nc3ccccc32)cc1 (configuration not stated) | 3% | 12µM* | 21µM*
COc1ccc(NC(=O)Cn2cnc3c(oc4ccccc43)c2=O)cc1OC | 8% | -12% | -16%
C=CCn1c(SCC(=O)Nc2ccc(F)cc2)nc2cc(C(=O)O)ccc2c1=O | -4% | -1% | -2%
CC1=C(C(=O)OCC(C)C)C(c2cc3c(cc2Br)OCO3)NC(=O)N1C (configuration not stated) | 6% | ? | 18µM*
O=C(CN1CCN(C(=O)c2ccccc2)CC1)Nc1ccccc1 | 3% | -9% | -1%
CC(=O)c1ccc(N2CCN(c3ncnc4c3c(-c3ccccc3)cn4-c3cccc(C)c3)CC2)cc1 | 0% | -20% | -14%
CCOC(=O)c1[nH]c(C)c(/C(O)=C2\C(=O)C(=O)N(CCCn3ccnc3)C2c2ccncc2)c1C (configuration not stated) | -3% | 0% | 12%
O=C(COC(=O)CCOc1ccccc1)Nc1cc(S(=O)(=O)N2CCCCC2)ccc1Cl | . | -9% | 8%
COc1cc(C2=NOC(C(=O)NCc3cccnc3)C2)cc(OC)c1OC (configuration not stated) | . | ? | ?
CC1=C(C(=O)Nc2ccc(C)cc2C)C(c2ccc[nH]2)n2ncnc2N1 (configuration not stated) | 3% | 0% | 4%
CCS(=O)(=O)N1Cc2ccccc2CC1C(=O)NCCc1ccccc1 (configuration not stated) | . | -1% | 14%
Cc1[nH]ccc(=O)c1OCc1ccccc1 | 0% | -7% | 1%
FC(F)(F)Oc1ccccc1C(c1nnnn1C1CCCC1)N1CCN(C/C=C/c2ccccc2)CC1 (configuration not stated) | . | 16µM* | ?
O=c1cc(-c2ccccc2)nc2n1Cc1ccccc1-2 | 2% | ? | -20%
Cc1nn(C)c(-c2n[nH]c(=S)n2Cc2ccco2)c1Cl | 1% | 3% | 2%
CCOc1ccc(Br)cc1S(=O)(=O)N1CCSC1 | . | -22% | -12%
Cc1n[nH]c(=S)n(NC(=O)CC(=O)Nn2c(=S)[nH]nc(C)c2=O)c1=O | 5% | -15% | -14%
COc1ccccc1-c1nc(C#N)c(N2CCC(C(N)=O)CC2)o1 | 7% | -5% | -19%
CCN1CCc2c(OCc3ccc(C(=O)OC)o3)cccc2C1=O | 0% | 1% | -1%
O=C(COc1cccnc1[N+](=O)[O-])Nc1c(Cl)cccc1Cl | 0% | -8% | -7%
CCC(C)NC(=O)c1cc(-c2cccs2)nc2ccccc12 (configuration not stated) | . | ? | 27%
COc1ccc2nc3oc(C(=O)N4CCN(c5cccc(Cl)c5)CC4)cc3cc2c1 | -5% | ? | ?
CCOC(=O)c1cc(OC(C)=O)c2ccc(OC)c(OC)c2c1 | . | 23µM* | ?

The listing continues:
SMILES | TDP1 block | DT40 TDP1 no CPT | DT40 TDP1 CPT
CN1OC[C@@H]2CN(S(=O)(=O)c3ccccc3)[C@H](c3ccccc3Br)C[C@@H]21 | . | -26% | -18%
N#Cc1cc(C(=O)c2cc(Br)ccc2O)cn(C2CC2)c1=O | 4% | -8% | -7%
CCCCN(Cc1cc2cc(OC)ccc2[nH]c1=O)C(=O)c1ccccn1 | 0% | ? | ?
Cc1cc(O)cc(O)c1C(=O)Cc1cscn1 | 3% | ? | -24%
O=C(NC(=O)c1cccc(F)c1)OC[C@@H]1CCCN2CCCC[C@H]12 | 0% | -8% | 10%
CSc1ccc(NC(=O)NN(c2ccccc2)C2CCS(=O)(=O)C2)cc1 (configuration not stated) | . | -28% | 2%
CCN1CCN(Cc2nc3cc(NC(=O)c4ccccc4[N+](=O)[O-])ccc3n2CC)CC1 | -7% | -8% | -13%
Cc1cc(=O)oc2cc(OCCSc3nnc(-c4ccccc4)o3)ccc12 | 0% | ? | 6%
O=c1cc2c(nn1Cc1cccc(Cl)c1)-c1ccccc1CC2 | -4% | ? | -27%
O=c1[nH]cnc2sc(-c3ccccc3)cc12 | 3% | -12% | -25%
CCCCN(C)CCCNC(=O)C1CC(=O)N(Cc2ccc(OC)cc2)C1 (configuration not stated) | 5% | 10% | -12%
